ALDH1A1 inh: qHTS Assay for Inhibitors of Aldehyde Dehydrogenase 1 (ALDH1A1); Aldehyde dehydrogenase 1A1 (Homo sapiens), P00352; Purified ALDH1A1, NADH fluorescence, propionaldehyde substrate; Potency, µM (top dose mostly 75.3 µM), for the others: at the highest dose activity, negative = inhibition, hits mostly inhibitors; 220,000 tested, 7.3% active; AID 1030, 2008; active = well fitted inhibition curve with a large enough effect, not every such curve was filed as active; inconclusive = small, poorly fitted or top-dose-only effect, or another doubt; inactive = no such curve, though single readings can be large or run the other way;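 also: plate controls were no enzyme wells and a reference inhibitor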
Target sequence (P00352 whole entry, looked up): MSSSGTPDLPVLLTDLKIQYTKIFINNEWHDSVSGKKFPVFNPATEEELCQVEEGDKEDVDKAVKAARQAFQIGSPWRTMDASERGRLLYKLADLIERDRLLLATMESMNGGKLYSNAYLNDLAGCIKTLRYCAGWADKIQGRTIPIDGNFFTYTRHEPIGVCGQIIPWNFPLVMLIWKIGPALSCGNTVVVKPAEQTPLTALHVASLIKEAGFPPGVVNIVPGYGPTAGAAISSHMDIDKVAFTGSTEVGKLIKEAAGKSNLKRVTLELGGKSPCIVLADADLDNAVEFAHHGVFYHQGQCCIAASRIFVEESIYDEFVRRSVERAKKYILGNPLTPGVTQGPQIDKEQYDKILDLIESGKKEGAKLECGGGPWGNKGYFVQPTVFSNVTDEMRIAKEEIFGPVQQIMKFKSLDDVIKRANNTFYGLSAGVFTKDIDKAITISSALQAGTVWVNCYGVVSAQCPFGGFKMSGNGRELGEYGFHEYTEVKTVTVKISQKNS
KDM4E inh: qHTS Assay for Inhibitors of Human Jumonji Domain Containing 2E (JMJD2E). Lysine-specific demethylase 4E (Homo sapiens), B2RXH2. JMJD2E catalytic domain, FDH-coupled NADH fluorescence (FDH is formaldehyde dehydrogenase). Potency, µM (top dose mostly 57.1 µM), for the others: top-dose activity change, negative = inhibition, hits mostly inhibitors. 230,000 tested, 1.6% active. AID 2147, 2009; active = well fitted inhibition curve with a large enough effect, not every such curve was filed as active; inconclusive = small, poorly fitted or top-dose-only effect, or another doubt; inactive = no such curve, though single readings can be large or run the other way;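 also: 0% = wells with enzyme and -100% = buffer wells without enzyme; nearly all actives have a fitted effect of over 50% in size; many of its hits are not listed in these tables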
Target sequence (B2RXH2 1-337 limits assumed): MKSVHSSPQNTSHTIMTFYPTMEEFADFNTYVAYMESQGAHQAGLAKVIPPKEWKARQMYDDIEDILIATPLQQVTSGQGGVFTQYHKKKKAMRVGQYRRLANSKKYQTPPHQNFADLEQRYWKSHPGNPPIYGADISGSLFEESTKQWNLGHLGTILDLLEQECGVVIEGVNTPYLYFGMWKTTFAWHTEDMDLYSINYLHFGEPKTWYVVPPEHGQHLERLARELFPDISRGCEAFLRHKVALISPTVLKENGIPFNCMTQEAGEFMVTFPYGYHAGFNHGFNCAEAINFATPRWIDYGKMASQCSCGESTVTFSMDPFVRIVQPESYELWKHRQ
SMN2 splice enh: qHTS Assay for Enhancers of SMN2 Splice Variant Expression; HEK293 SMN2-luciferase splicing reporter, luminescence, 30-36 h; Potency, µM (top dose mostly 46.1 µM), for inactives: at the highest dose activity change, positive = activation, usual class: activators; 210,000 tested, 2.8% active; AID 1458, 2008; also: % of control where 0% means no effect; nearly all actives have a fitted effect of over 55% in size
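HEK293 cells carry an SMN2 […]–luciferase reporter in which exon 7 inclusion puts luciferase in frame. Cells were plated 10-12 h before compound addition, then incubated 30-36 h at 37C. ONE-Glo luminescence was read; sodium butyrate at 4.5 mM final served as control.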
Tau fluor cs: Counterscreen qHTS for Inhibitors of Tau Fibril Formation, Fluorescence Polarization | Potency, µM (top dose mostly 57.7 µM), inactives show top-dose activity change, negative = decrease | tau K18 P301L Alexa594 fluorescence, heparin fibrillization | 280,000 tested, 0.93% active; also: % is scaled to controls: 0 for no effect and ±100 for the full control effect; nearly all actives have a fitted effect of over 55% in size
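Human K18 P301L tau (15 uM unlabeled plus 0.24 uM Alexa 594-labeled, final) in 100 mM sodium acetate pH 7 was mixed with compound and 20 uM heparin and incubated 6 hr at 37 C.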
HttQ103 aggreg: qHTS Multiplex Assay to Identify Dual Action Probes in a Cell Model of Huntington: Aggregate Formation (GFP) | PC12 HttQ103-GFP aggregates, Acumen cytometry, 40 h | Potency, µM (titrated, usually from 46.1 µM), without a hit: at the top dose activity change, negative = inhibition, usual class: inhibitors | 220,000 tested, 1.1% active | AID 1688, 2009; also: % is scaled to controls: 0 for no effect and ±100 for the full control effect; nearly all actives have a fitted effect of over 60% in size
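Aggregate formation scored by laser-scanning cytometer (488 excitation, 500–530 emission) in lysed PC12 cells expressing Q103-GFP after 100 nM tebufenozide induction; library tested in dose series, with ATPLite reagent added in the multiplex.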
Tau fibril ThT: qHTS for Inhibitors of Tau Fibril Formation, Thioflavin T Binding. Microtubule-associated protein tau (Homo sapiens), P10636. Potency, µM (titrated, usually from 57.4 µM), without a hit: at the highest dose activity, negative = inhibition, usual class: inhibitors. AID 1460, 2008. recombinant tau K18 P301L, heparin-induced fibrillization, ThT fluorescence. 270,000 tested, 2.1% active; also: % is scaled to controls: 0 for no effect and ±100 for the full control effect; nearly all actives have a fitted effect of over 55% in size
Target sequence (P10636 561-689 P618L limits assumed): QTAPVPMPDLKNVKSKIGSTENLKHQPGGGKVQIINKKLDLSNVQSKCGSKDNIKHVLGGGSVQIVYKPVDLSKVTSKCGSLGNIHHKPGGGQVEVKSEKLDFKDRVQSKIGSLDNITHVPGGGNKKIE
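Using a mix of unlabeled (15 uM) and Alexa 594-labeled (0.24 uM) tau K18 P301L, heparin-triggered fibrillization over 6 hr at 37 C was scored by ThT fluorescence.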
Tau FP inhib: qHTS for Inhibitors of Tau Fibril Formation, Fluorescence Polarization | Microtubule-associated protein tau (Homo sapiens), P10636 | K18 P301L tau heparin fibrillization, Alexa594 FP, 6 h | Potency, µM (titrated, usually from 57.7 µM), for the others: at the highest dose activity, negative = inhibition, hits mostly inhibitors | 280,000 tested, 0.39% active; also: % is scaled to controls: 0 for no effect and ±100 for the full control effect; nearly all actives have a fitted effect of over 55% in size
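K18 P301L tau (15 uM unlabeled/0.24 uM Alexa 594-labeled, final) + compound + heparin 20 uM final; 100 mM NaOAc pH 7; 6 hr 37 C; ThT 30 uM final added, 1 hr RT; FP ex 555/em 632 nm.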
HTT cytoprotect: qHTS Multiplex Assay to Identify Dual Action Probes in a Cell Model of Huntington: Cytoprotection (ATP). PC12 HTT-Q103 induced, cytoprotection, ATP luminescence, 40 h. 230,000 tested, 0.14% active. Potency, µM (doses to about 56.4 µM), without a hit: cytoprotection (ATP increase), hits mostly activators;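 also: % of control where 0% means no effect; nearly all actives have a fitted effect of over 45% in size; toxic huntingtin expression switched on by the ecdysone agonist tebufenozide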
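Cells were plated at 1500 per well in phenol red-free DMEM with 5% equine and 5% calf serum. Tebufenozide (100 nM final) and compounds were added, then ATPlite reagent, and luminescence was read.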
* hit, by the source's call; ? = inconclusive; . = no result given; & = joins results of further samples; [ ] = dose if it differs, or a comment. Unless noted, calls follow the shape of the dose curve; as a rule, active = well fitted curve in the direction sought with a large enough effect; inconclusive = small, poorly fitted or top-dose-only effect, or another doubt; inactive = no such curve, though single readings can be large; an effect the other way counts as inactive or inconclusive. Potency is read from the fitted curve at half-maximal effect.

The first two entries, to show the layout:
Results follow in this order: ALDH1A1 inh	KDM4E inh	SMN2 splice enh	Tau fluor cs	HttQ103 aggreg	Tau fibril ThT	Tau FP inhib	HTT cytoprotect
- Cc1cccc(C)c1OCC(=O)Nc1cccc(-c2nnc(-c3ccccc3)o2)c1
  ?	?	.	?	-1.8%	-14.6%	0.5%	-72.6%[inhibitor]
- O=C(NCCCl)NNc1c(Cl)cc(Cl)cc1Cl
  -2.4%	-16.1%	-33.2%	1.7%	7.1%	-1.5%	6.4%	3.4%

The listing, from the first entry:
Results follow in this order: ALDH1A1 inh	KDM4E inh	SMN2 splice enh	Tau fluor cs	HttQ103 aggreg	Tau fibril ThT	Tau FP inhib	HTT cytoprotect
- Cc1cccc(C)c1OCC(=O)Nc1cccc(-c2nnc(-c3ccccc3)o2)c1
  ?	?	.	?	-1.8%	-14.6%	0.5%	-72.6%[inhibitor]
- O=C(NCCCl)NNc1c(Cl)cc(Cl)cc1Cl
  -2.4%	-16.1%	-33.2%	1.7%	7.1%	-1.5%	6.4%	3.4%
- O=C(CN(Cc1ccco1)C(=O)c1ccc(Cl)cc1)Nc1ccc(Cl)c(Cl)c1
  ?	16.5%	17.1%	-10.2%	15.8%	13.0%	-15.3%	-18.6%[10 µM]
- Clc1ccc(-c2ccc(/C=N/Nc3cc(N4CCOCC4)nc(N4CCOCC4)n3)o2)cc1
  ?	?	-12.7%	?	?	?	8.7%	6.5%[10 µM]
- Cn1c(CCNC(=O)c2ccccc2)nc2cc(NC(=O)c3ccco3)ccc21
  -8.3%	10.1%	26.6%	0.3%	-7.2%	-7.7%	7.1%	-21.4%
- CS(=O)(=O)N(CCc1ccccc1)CC(=O)N1CCN(Cc2ccccc2)CC1
  ?	0.1%	-99.0%[inhibitor]	-1.4%	-2.1%	5.0%	5.1%	4.1%[10 µM]
- c1ccc(Cc2nnc3n2N=C(c2ccccc2)CS3)cc1
  ?	7.1%	-19.0%	2.2%	9.3%	2.0%	0.7%	-5.6%[10 µM]
- CCOC(=O)c1c(NC(=O)CSc2nc3ccccc3s2)sc(C(C)=O)c1C
  2.6%	?	-39.5%[inhibitor]	-15.1%	-27.7%	-14.5%	8.1%	18.5%
- Fc1ccc(C2=NC(c3cccc(C(F)(F)F)c3)=Nc3ccccc3N2)cc1
  .	.	-10.1%	-18.7%	.	2.5%	-9.1%	.
- COc1ccc2[nH]c(C(=O)O)c(NS(=O)(=O)c3ccc(OC)c(OC)c3)c2c1
  ?	?	22.2%	?	-9.0%	?	-11.8%	-5.3%
- NS(=O)(=O)c1ccc(N/N=C/c2ccccn2)c([N+](=O)[O-])c1
  1.4%	-6.9%	-17.7%	0.5%	-6.7%	?	10.0%	-34.3%[inhibitor]
- COc1ccccc1NC(=O)CSc1nnc(C)n1Cc1ccccc1
  -8.2%	2.5%	2.3%	1.2%	14.2%	-3.3%	-0.3%	5.9%
- O=C(Nc1ccc(F)cc1F)c1ccccc1-c1ccccc1
  5.8%	-3.6%	.	-8.4%	3.7%	0.7%	?	5.2%[10 µM]
- CCCC1(C)SC(NC(C)=O)=NN1C(C)=O (stereo unspecified)
  -1.4%	2.1%	-1.1%	-5.6%	7.9%	-3.2%	7.0%	17.4%
- Cc1ccc(C(=O)NCCSc2ccc(Cl)cc2)cc1[N+](=O)[O-]
  -8.6%	3.5%	-102.5%[inhibitor]	?	?	?	?	-106.5%[inhibitor]
- Cc1cccc(N2CCN(C(=O)c3ccc4c(c3)OCCO4)CC2)c1C
  10.1%	-16.4%	6.0%	0.9%	2.2%	-11.9%	2.0%	.
- CCCOc1c(Br)cc(C(=O)NCC)cc1OC
  0.9%	-3.9%	?	4.5%	-6.8%	?	0.7%	-2.3%
- CN1C(=O)c2ccccc2Sc2ccc(NC(=O)N3CCCC3)cc21
  1.4%	6.7%	-2.2%	?	9.6%	-2.8%	-12.2%	18.5%
- S=C(NCCCn1ccnc1)Nc1ccc(Cl)cc1Cl
  7.0%	7.2%	-2.5%	0.0%	-12.5%	1.0%	-6.5%	?
- C=CCn1c(SCC(=O)c2[nH]c(C)c(C(=O)OCC)c2C)nc2scc(-c3ccc(OC)cc3)c2c1=O
  -8.5%	8.2%	?	4.0%	16.4%	-0.4%	6.3%	-37.4%[10 µM]
- O=C1Nc2ccccc2C1=Nc1ccc(-c2nnc3n2CCCCC3)cc1
  ?	-5.2%	-2.2%	-0.6%	?	-12.9%	-11.7%	7.9%[10 µM]
- Cc1cc(C)c(S(=O)(=O)N2CCC(C(=O)NCc3ccco3)CC2)c(C)c1
  11.2%	0.0%	3.9%	-4.7%	-3.5%	-8.7%	2.7%	-12.2%
- Cc1ccc(Cl)cc1N1CCN(C(c2cccnc2)c2nnnn2C2CCCCC2)CC1 (stereo unspecified)
  7.4%	0.5%	-18.1%	-5.4%	-6.8%	-18.6%	5.5%	-14.1%[10 µM]
- O=C(Nc1ccc(Cl)cc1)Nc1ccc(N2CCOCC2)cc1
  -2.6%	-4.4%	?	?	3.8%	?	14.4%	24.9%
- CCn1cc(C(=O)NCc2ccc(F)cc2)c(=O)c2cc(S(=O)(=O)N(C)C)ccc21
  .	.	-2.3%	-22.6%	.	-4.8%	-2.1%	.
- CCN(C(=O)c1c(N)cnn1C)c1ccccc1
  3.2%	-5.3%	-0.1%	2.7%	-5.0%	2.2%	4.4%	-11.0%
- CCOC(=O)c1ccc(COC(=O)c2cc3ccccc3oc2=O)o1
  ?	?	0.0%	-4.6%	12.8%	-16.5%	1.2%	-4.5%[0.074 µM]
- CCOC(=O)C1CCN(C(=O)c2ccccc2NC(=O)c2ccc(Cl)cc2)CC1
  3.2%	-1.2%	-26.3%	-2.0%	-3.7%	0.9%	-2.8%	9.6%[10 µM]
- CC(=O)N1CCC(N(C(=O)Nc2c(F)cccc2F)C(C)C)CC1
  26.8%	7.1%	6.4%	6.0%&-6.2%	6.9%	9.0%&-8.0%	0.0%&-6.9%	-2.2%
- CC1CC(C)CN(C(=O)C(NS(=O)(=O)c2ccc3c(c2)oc(=O)n3C)C(C)C)C1 (stereo unspecified)
  -8.2%	-5.1%	0.3%	-6.0%	-4.7%	0.6%	-6.8%	9.1%
- COCCCNC(=O)CC1C(=O)N(Cc2ccccc2)C(C)c2nc3ccccc3n21 (stereo unspecified)
  8.5%	-4.5%	-8.6%	-0.9%	-7.5%	3.4%	0.5%	34.9%
- COc1ccc(NS(=O)(=O)c2cccc(NC(=O)CCC(=O)c3cccs3)c2)cc1
  0.6%	4.4%	-7.3%	?	-4.2%	3.7%	?	.
- COc1ccccc1N1C(=O)CC(Sc2nccc(C)n2)C1=O (stereo unspecified)
  0.4%	6.7%	20.6%	-4.2%	12.8%	1.6%	1.6%	-33.1%
- O=C(O)c1ccc2c(c1)C(=O)N(c1ccccc1-c1ccccc1)C2=O
  ?	-4.8%	12.4%	-2.2%	1.8%	-4.9%	7.4%	15.5%[10 µM]
- CCn1c(=N)c(C(=O)NCC2CCCO2)cc2c(=O)n3cc(C)ccc3nc21 (stereo unspecified)
  .	.	-6.3%	0.9%	.	5.7%	1.5%	.
- Cc1ccc(NC(=S)NCc2cccn2C)cc1
  -13.1%	-6.7%	14.6%	-18.9%	-2.9%[9.22 µM]	-6.1%	5.9%	17.4%
- COc1cc(C=O)ccc1OCc1ccc(Cl)nc1
  5.01µM*	-6.6%	.	-8.8%	18.0%	?	-3.2%	-18.4%
- CC(=O)Nc1c(Br)cc(N2C(=O)CCC2=O)cc1Br
  -13.1%	0.9%	9.8%	0.4%	-13.4%	-3.7%	3.2%	31.5%[10 µM]
- COc1ccc(C2/C=C\CN(C(=O)Nc3ccccc3-c3ccccc3)CC(=O)N2Cc2ccc(F)cc2)cc1 (stereo unspecified)
  .	-8.0%	.	-4.9%	-19.5%[9.22 µM]	-11.1%	2.3%	-14.3%[10 µM]
- CC(=O)c1c(C)[nH]c(C(=O)NC2CCCCC2)c1C
  -3.5%	2.6%	3.6%	-4.5%	26.1%	-7.7%	2.5%	0.7%
- Cc1oc2c(cc(NS(=O)(=O)c3cccs3)c3ccccc32)c1C(=O)OC(C)C
  ?	2.0%	2.6%	-6.3%	-7.9%	1.2%	10.7%	-8.0%[10 µM]
- O=C(CN1CCOCC1)Nc1ncc(Br)cc1Br
  9.5%	0.3%	21.7%	4.7%	-24.2%	-4.7%	4.0%	-10.3%[0.074 µM]
- CCC(C)(C)NC(=O)COc1ccc(OCc2ccccc2)cc1
  -4.3%	?	-25.1%	-14.7%	-11.8%[9.22 µM]	?	1.8%	-1.6%[10 µM]
- O=S(=O)(c1ccccc1)N1CCC(n2nnc3cc(F)ccc32)CC1
  -0.3%	4.0%	24.9%	-14.9%	-8.2%	-4.5%	-5.4%	-11.8%
- COc1ccc(CCNC(=O)C2CC(=O)N(CCc3ccc(C)cc3)C2)cc1OC (stereo unspecified)
  ?	2.0%	-27.3%	-10.6%	4.5%	-8.5%	-3.4%	-30.9%[inhibitor]
- CC12CCC(C(=O)N3CCN(C(c4ccccc4)c4ccccc4)CC3)(OC1=O)C2(C)C (stereo unspecified)
  ?	-0.4%	-26.1%	-8.3%	?	-17.0%	-1.5%	-14.0%
- CCOc1nc(C)ccc1-c1noc(-c2ccccn2)n1
  -13.2%	2.3%	2.4%	-1.8%	5.4%	-6.1%	-5.4%	-5.1%

Source: PubChem (National Center for Advancing Translational Sciences (NCATS))

The list is partial; count on the stated rates, not on these rows.
